PLC-beta3 inh – PLC-beta3 (human) inhibition, primary screen | inhibition, % at 12.2 µM | hit rate 0.18% among 370,000 | Purified PLC-beta3, fluorogenic substrate, fluorescence; in the data active means inhibition above about 11%;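 further: 0% = median of compound wells on plate and 100% = full blocker control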
PG9 Ab binder – PG9 antibody binding by small molecule; TR-FRET gp120-PG9 antibody binding; inhibition, % at 6.7 µM; hit rate 0.43% among 360,000; in the data active means inhibition above about 8.5%
SMARCA2 act – SMARCA2 function activation, primary screen; MG213 cells, MMTV-luciferase reporter, dexamethasone, overnight; activation, % at 9.1 µM; hit rate 1% among 370,000; in the data active means activation above about 7.8%;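 further: 0% = vehicle wells and 100% = reference activator wells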
hgDAF-12 ag – agonists of H. glycines DAF-12 nuclear receptor | hit rate 1.8% among 370,000 | HEK293 GAL4-hgDAF12 UAS-luciferase reporter, agonist luminescence; normalized to butyrate control | AID 687014 | activation, % at 6.8 µM;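 active means activation above a cutoff set at the mean of all screened compounds plus 3 SD, cut at about 10% in these data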;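 further: 0% = DMSO wells and 100% = sodium butyrate wells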
NR1D1 modulator – Rev-erb alpha (human) modulation; Rev-erbα–FITC-DNA binding, fluorescence polarization, 90 min; activity, % at 10 µM; hit rate 0.79% among 370,000; AID 1259318;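 active means activity above about 14%, limit read from the data; passing the limit was not always enough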;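 further: 0% = DMSO wells with 35 nM protein and 100% = DMSO wells with 750 nM protein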
Target sequence (P20393 whole entry, looked up): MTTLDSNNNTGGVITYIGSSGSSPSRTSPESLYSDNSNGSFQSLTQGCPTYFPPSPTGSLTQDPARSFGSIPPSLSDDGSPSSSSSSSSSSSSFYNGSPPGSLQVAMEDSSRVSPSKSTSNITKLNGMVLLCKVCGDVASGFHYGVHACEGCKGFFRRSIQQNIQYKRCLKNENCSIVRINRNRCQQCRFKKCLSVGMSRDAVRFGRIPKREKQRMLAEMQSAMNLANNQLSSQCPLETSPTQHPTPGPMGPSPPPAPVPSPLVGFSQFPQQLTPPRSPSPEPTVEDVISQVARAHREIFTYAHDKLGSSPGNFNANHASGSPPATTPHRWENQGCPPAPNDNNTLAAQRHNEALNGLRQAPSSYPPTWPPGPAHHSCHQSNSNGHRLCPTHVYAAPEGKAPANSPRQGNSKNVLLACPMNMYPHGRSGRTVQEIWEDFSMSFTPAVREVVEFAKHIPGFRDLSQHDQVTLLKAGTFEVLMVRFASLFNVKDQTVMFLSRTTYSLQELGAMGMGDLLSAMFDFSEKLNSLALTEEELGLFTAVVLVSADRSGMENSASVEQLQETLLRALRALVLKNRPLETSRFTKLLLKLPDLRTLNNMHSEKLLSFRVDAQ
HGIII-sPLA2 inh – Inhibits HGIII-sPLA2 liposome hydrolysis, primary screen. Q9NZ20. QFRET BODIPY PC-A2 liposome hydrolysis, fluorescence. inhibition, % at 12.2 µM. hit rate 0.56% among 370,000;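 active means inhibition above mean plus 3 SD of compounds lying within the high and low control bounds, cut at about 19% in these data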;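 further: 0% = median of test compound wells and 100% = no enzyme DMSO wells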
DAX1 inh-1 – inhibits human nuclear receptor DAX1; P51843; HEK293 Gal4-DAX1 luciferase reporter, luminescence; inhibition, % at 6.75 µM; hit rate 0.99% among 340,000; AID 504766;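 active means inhibition above the mean over all tested compounds plus 3 SD, cut at about 4.2% in these data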;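 further: 0% = DAX1-transfected cells with DMSO and 100% = empty-vector control cells with DMSO; inhibition shows as a rise in luminescence from relieved DAX1 repression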
Target sequence (P51843 207-470 limits assumed): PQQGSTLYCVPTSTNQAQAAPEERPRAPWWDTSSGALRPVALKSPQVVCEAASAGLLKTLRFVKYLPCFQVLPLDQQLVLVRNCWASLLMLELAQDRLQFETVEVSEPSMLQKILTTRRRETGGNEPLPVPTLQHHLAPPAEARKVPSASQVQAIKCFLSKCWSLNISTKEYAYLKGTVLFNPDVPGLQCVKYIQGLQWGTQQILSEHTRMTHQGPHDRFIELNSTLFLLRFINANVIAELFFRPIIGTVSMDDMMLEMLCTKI
ssDAF12 agonist – activators of S. stercoralis DAF-12 nuclear receptor. hit rate 1% among 370,000. activation, % at 6.8 µM. HEK293 ssDAF-12/GRIP1 lit1-tk-luc reporter, luminescence; % of 3 µM dafachronic acid response;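 active means activation above the mean over all tested compounds plus 3 SD, cut at about 0.9% in these data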;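 further: 0% = DMSO-only wells and 100% = 3 µM delta7-dafachronic acid wells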
hcDAF12 agonist – H. contortus DAF-12 activation, primary screen. hit rate 1.4% among 370,000. activation, % at 6.8 µM. HEK293 hcDAF-12 lit1-tk-luc reporter, luminescence; 0% DMSO, 100% Δ7-dafachronic acid;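 active means activation above the mean of all tested compounds plus 3 SD, cut at about 5.5% in these data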;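 further: 100% = response to 3 µM Δ7-dafachronic acid high control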
DAX1 inh-2 – inhibitors of DAX1 repression of SF-1 activated StAR promoter | AID 652010 | hit rate 1.1% among 370,000 | inhibition, % at 6.8 µM | HEK293T StAR-luciferase reporter, SF-1/DAX-1 repression relief;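 active means inhibition above the mean over all tested compounds plus 3 SD, cut at about 3.6% in these data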;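 further: 0% = DAX-1 cells with DMSO and 100% = cells lacking DAX-1 with DMSO; higher inhibition means more luminescence from relief of DAX-1 repression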
GAA850 FXN act – increases GAA850 frataxin promoter reporter activity | HEK293 lucGAA850 FXN promoter luciferase reporter, 24 h; percent of 10 µM SAHA response | activation, % at 6 µM | hit rate 0.56% among 360,000;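 active means activation above the average of all compounds screened plus 3 SD, cutoff fixed separately per campaign, cut at about 7.5% in these data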;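 further: 0% = DMSO wells and 100% = 10 µM SAHA wells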
* marks the source's active call; other numbers are inactive results; x = no result given. Compounds as they come (roughly 7% active in at least one column).

SMILES	PLC-beta3 inh	PG9 Ab binder	SMARCA2 act	hgDAF-12 ag	NR1D1 modulator	HGIII-sPLA2 inh	DAX1 inh-1	ssDAF12 agonist	hcDAF12 agonist	DAX1 inh-2	GAA850 FXN act
O=C(OCN1C(=O)c2ccccc2C1=O)c1cc(S(=O)(=O)N2CCOCC2)ccc1F	-3.3	-1.0	1.5	-1.5	-10.6	-0.2	0.6	-1.4	-0.4	0.7	1.3
COc1cc(C(c2c(C)[nH][nH]c2=O)c2c(C)[nH][nH]c2=O)cc(OC)c1OC	2.8	-2.9	-3.0	-0.4	7.9	0.0	-0.6	-0.8	1.7	-0.5	0.3
COc1ccc(CC(NC(C)=O)C(=O)NC2CCN(C(=O)c3cc(OC)c(OC)c(OC)c3)CC2)cc1 (centres undefined)	-2.6	-0.1	0.0	-1.7	-2.1	2.2	1.3	-0.8	-1.4	0.6	3.4
O=C(Nc1nn[nH]n1)c1cccc([N+](=O)[O-])c1	-1.9	1.1	0.1	0.0	-0.1	6.0	0.3	-1.5	-1.0	-0.1	-0.5
O=C(COC(=O)c1cncc(Br)c1)NCc1ccccc1Cl	-3.6	1.3	-1.4	0.2	2.5	5.2	3.2	-1.5	0.1	0.1	-1.1
O=C(c1ccco1)N1CCN(S(=O)(=O)c2ccc(S(=O)(=O)NC3CCCCC3)cc2)CC1	4.6	0.8	-3.1	-0.5	6.5	-21.1	0.8	-1.1	-0.3	0.1	-1.0
Cc1cccnc1NC(=O)CCNC(=O)c1ccc(Cl)cc1	-6.1	-2.5	0.5	0.1	6.3	-2.4	0.9	-1.0	0.3	1.9	1.4
Nc1c(NC2CCCCC2)c2ccccc2oc1=O	-0.2	-2.3	0.3	-3.7	-3.6	2.1	-0.9	-1.2	-1.1	-0.6	0.1
O=C(N/N=C/c1coc2ccccc2c1=O)c1cn(-c2ccccc2)nc1-c1ccc(F)cc1	2.9	-2.5	-1.4	0.7	2.7	-16.0	-0.9	-0.2	-2.4	-0.5	1.9
COc1ccc(C(=O)NCCc2c[nH]c3ccccc23)cc1	-8.8	-0.2	3.3	10.2	8.0	-37.5	3.3	-0.2	0.3	0.5	3.6
COC1OC(c2ccccc2)=C(c2ccc(C(N)=O)cc2)c2ccc(F)cc21 (centres undefined)	-3.4	-0.9	-4.8	-1.8	-4.8	-4.1	x	-0.8	-1.7	-1.4	x
O=C(Nc1ccc(Cl)cc1)C1CCN(C(=O)NC2CCCCC2)CC1	-1.4	1.2	-3.1	1.8	3.3	0.5	1.1	-0.8	2.4	0.2	-0.1
O=C1CCN(CCc2ccccc2)CCN1[C@H](COc1ccccc1)Cc1ccccc1	3.3	-0.7	1.1	0.8	1.1	-25.0	0.2	-1.4	-0.3	0.2	-3.4
O=C(Nc1cccc2ccccc12)C1CCCC1	-4.8	-1.4	-1.1	0.9	-0.5	-4.4	0.4	-1.0	-1.6	-0.6	0.9
Cn1cc(C(=O)N/N=C/c2cccs2)c2ccccc21	-3.5	-0.7	3.2	5.4	10.6	17.2	0.6	-0.6	5.5	1.4	6.5
COc1ccc(C(=O)CC(=O)C(=O)Nc2ccccc2C(F)(F)F)cc1	-7.7	-0.1	-1.7	1.6	3.3	-11.8	3.9	-1.5	0.1	0.2	-1.3
O=C(CSc1nc2scc(-c3ccccc3)c2c(=O)[nH]1)Nc1ccccc1	-3.1	5.3	-2.6	0.3	0.1	-10.6	0.0	-0.7	-0.7	-0.8	0.0
O=C1NN=COc2ccccc21	-10.4	-0.4	4.8	1.8	-0.1	6.8	-0.9	-0.4	5.7*	0.9	-0.2
CC1CCN(CCOc2ccc(OCc3ccccc3)cc2)CC1	1.1	0.5	-1.7	1.0	-0.7	4.2	1.2	-0.9	0.7	0.8	2.6
COc1ccc2c(c1)[n+](=O)c(C(C)=O)c(C)n2[O-]	-79.3	-0.5	-2.4	-0.9	-1.3	4.6	0.6	-1.6	-2.7	0.2	-0.8

2 records picked at random from those above, as already listed:
SMILES	PLC-beta3 inh	PG9 Ab binder	SMARCA2 act	hgDAF-12 ag	NR1D1 modulator	HGIII-sPLA2 inh	DAX1 inh-1	ssDAF12 agonist	hcDAF12 agonist	DAX1 inh-2	GAA850 FXN act
COc1ccc2c(c1)[n+](=O)c(C(C)=O)c(C)n2[O-]	-79.3	-0.5	-2.4	-0.9	-1.3	4.6	0.6	-1.6	-2.7	0.2	-0.8
COC1OC(c2ccccc2)=C(c2ccc(C(N)=O)cc2)c2ccc(F)cc21 (centres undefined)	-3.4	-0.9	-4.8	-1.8	-4.8	-4.1	x	-0.8	-1.7	-1.4	x

Additional entries.
SMILES	PLC-beta3 inh	PG9 Ab binder	SMARCA2 act	hgDAF-12 ag	NR1D1 modulator	HGIII-sPLA2 inh	DAX1 inh-1	ssDAF12 agonist	hcDAF12 agonist	DAX1 inh-2	GAA850 FXN act
CCCC[C@H](C(=O)N(C)c1cccc(OC)c1)[C@@H](O)c1ccc(C(C)=O)cc1	2.6	x	-1.6	2.6	2.9	-11.0	x	-0.2	-3.1	-1.0	x
O=CNc1cc(-c2ccsc2)cn2c(-c3ccccc3)cnc12	-47.6	1.4	4.0	-0.4	-6.6	0.7	x	-1.0	0.6	-0.8	2.3
CCOC(=O)[C@]12CCCC=C1N(CCC1=CCCCC1)C(=O)[C@H](CC(=O)NCCc1ccccc1OC)C2	1.2	1.9	-3.5	-0.4	-5.8	-1.1	x	-0.9	0.1	-1.5	x
CC(C)CNC(=O)[C@@H]1CSC2c3ccccc3C(=O)N21 (some centres undefined)	0.2	-0.8	-3.3	-1.0	-4.1	12.7	-0.1	-1.1	-0.1	-0.4	-1.3
C=CCn1cccc(C(=O)Nc2ccc(C)c(C)c2)c1=O	-17.8	-0.4	0.6	5.0	5.6	-5.8	1.6	0.8	2.3	0.2	4.2
CC(C)(C)Cc1nnc(NC(=O)Cc2cccs2)s1	0.1	0.4	-2.8	5.9	-6.6	-0.6	x	-0.9	2.4	1.2	1.3
C#CCNC(=O)C1=C[C@H](c2ccc(C(F)(F)F)cc2)C[C@H](OCCCCO)O1	-5.2	-0.2	0.4	-0.7	1.4	1.6	1.0	-1.5	-2.4	-0.3	-0.5
COc1cc(C(=O)N2CCCCC2c2cc(C(=O)Nc3ccccc3)no2)cc(OC)c1C (centres undefined)	0.8	0.0	-2.6	0.6	8.4	-2.8	x	-2.1	-1.5	-0.1	3.9
COCCN(CC(=O)Oc1ccccc1P(=O)(OC)OC)Cc1ccccc1	-3.0	0.4	0.6	2.2	-1.4	0.6	x	-0.7	0.4	-0.4	1.0
COc1cccc(NC(=O)N2CCC(N3CCCCC3)CC2)c1	1.0	0.3	0.4	0.6	-3.0	5.5	-0.5	-0.5	-1.4	-0.3	2.5
CCc1ccc(NC(=O)COc2coc(CN3CCN(c4ccccc4)CC3)cc2=O)cc1	3.9	-0.3	-2.6	0.3	-0.2	6.8	0.2	-1.3	1.0	1.2	0.2
COc1ccc(NC(=O)C(Cc2ccccc2)n2cccc2)c(OC)c1 (centres undefined)	-5.0	0.2	-5.7	-1.8	0.7	-41.7	0.0	-2.1	0.5	-0.5	2.1
Cc1cc(Br)c2c(c1)/C(=C/C(=O)c1cccs1)C(=O)N2	2.7	-1.4	4.6	0.9	-0.5	4.6	0.2	-1.4	1.6	0.1	9.7*
O=C(N/N=C\c1cccs1)c1sccc1-n1cccc1	-1.0	-2.3	1.3	3.7	2.7	-5.7	0.3	0.1	3.8	-0.3	1.0
CC1(C(=O)NS(=O)(=O)Cc2ccccc2C(F)(F)F)CCN1C(=O)c1cccc(F)c1 (centres undefined)	-2.9	-3.4	-0.5	0.1	-6.0	9.6	x	-0.4	-1.0	-0.4	2.9
O=C(c1cn(-c2ccccc2)nc1-c1cccnc1)N1CCN(S(=O)(=O)c2ccccc2F)CC1	-8.0	-2.0	2.5	1.0	2.1	-9.4	0.2	-1.1	1.9	0.5	-0.9
C[C@@H]1CN([C@H](C)CO)C(=O)c2cc(Br)cnc2O[C@@H]1CN(C)C(=O)Nc1cccc(F)c1	-6.2	-0.7	-4.5	1.8	0.1	6.9	1.1	-1.1	-0.4	0.5	0.6
CC1(C)C2CC=C(/C=N/NC(=O)c3ccccc3O)C1C2 (centres undefined)	-33.0	-3.4	-3.2	5.9	3.8	-6.7	1.0	-0.7	2.4	0.4	3.9
CCOc1cc(C=O)ccc1OCc1cc(=O)n2cc(C)ccc2n1	-28.8	0.9	-2.1	-1.6	-2.2	1.7	-0.3	-1.4	0.1	-0.3	1.6
CCc1ccc(NC(=O)C2CCN(S(=O)(=O)c3ccc4[nH]c(=O)ccc4c3)CC2)cc1	4.0	2.3	0.0	-1.8	-3.3	2.3	0.8	-0.7	-2.9	0.3	-1.9
Cn1cc(CN2CCC(C(=O)N3CCCCC3)CC2)c(-c2ccccc2F)n1	-8.1	3.8	-2.4	-0.6	4.3	-3.0	-1.4	-1.3	-1.0	0.7	-2.0
CCOC(=O)C1CN(S(=O)(=O)c2ccc(Cl)cc2)c2cc(S(=O)(=O)CC)ccc2O1 (centres undefined)	-3.7	-0.1	-1.1	1.2	1.9	3.2	x	-0.8	-0.1	-0.3	1.3
Cc1ccc(CCNC(=O)C2CCN(S(=O)(=O)c3cccc4cccnc34)CC2)cc1	-4.3	0.0	-3.0	-0.2	3.9	-10.6	1.4	-0.7	-0.4	-0.9	-0.2
Cc1nnc(SCc2ccc([N+](=O)[O-])cc2)[nH]c1=O	0.0	-0.9	-2.4	3.7	1.2	4.7	1.5	-0.3	0.4	-0.6	0.3
Cc1ccc(N=Cc2c(O)ccc3ccccc23)cc1F	3.4	-2.5	0.3	2.5	0.9	3.1	0.5	-0.8	-0.6	0.4	2.0
NC(=O)CNC(=O)[C@@H]1CC2(CC(c3ccccc3)=NO2)CN1C(=O)c1ccc(Br)cc1 (some centres undefined)	2.4	-1.0	1.6	-2.3	-2.9	-0.8	0.5	-1.4	-0.5	-0.3	0.3
Cc1ccc(NC(=O)c2oc3c(c2C)C(=O)CC(C)(C)C3)cc1	2.0	-1.8	3.7	-1.8	-1.8	-0.7	-0.3	-2.0	-1.0	-0.2	-0.1
CCOC(=O)c1cc(NC(=O)c2ccc(OC)cc2)c(=O)oc1-c1ccccc1	-5.5	0.9	-3.2	-1.5	2.9	2.3	1.6	-1.9	-1.9	-0.7	0.1
NNC(=O)c1oc2nc(-c3ccco3)cc(-c3ccco3)c2c1N	-205.3	-7.4	1.5	5.5	-30.0	4.9	x	-0.3	-1.4	-0.5	-1.4
CCCc1nc2ccccc2c(C(=O)OCC(=O)NC2CC2)c1CC	-1.8	-1.8	-1.6	1.8	-1.2	-0.8	-0.6	-0.5	1.3	-1.4	-2.2
Cc1cc(C)c2nc(N(CCCN(C)C)C(=O)c3ccc4c(c3)OCCO4)sc2c1	-5.3	-1.8	2.5	-0.3	-1.4	-14.8	-0.6	-0.3	-1.1	1.2	0.4
CN(CC(=O)Nc1ccc(Cl)c(Cl)c1)C(=O)/C=C/c1ccc(F)cc1	0.3	-3.0	-1.2	0.9	-7.8	0.6	0.3	-1.3	-1.9	0.2	4.0
Cc1ccc(S(=O)(=O)N2CCC(C(=O)OCC(=O)N(Cc3ccccc3)C(C)(C)C)CC2)cc1C	-5.8	-0.1	-4.6	4.8	2.3	-11.7	-0.5	-1.6	-1.0	-0.4	0.6

Screens as filed in PubChem BioAssay.
